# Screening data from PubChem.
# Casp1 inh: blocks human caspase-1 allosterically or competitively; P29466; Caspase-1 enzyme, Ac-WEHD-AFC fluorogenic rate; Potency, µM (doses to about 57.5 µM), for the others: at the top dose activity change, negative = inhibition, actives largely listed as inhibitors; hit rate 0.03% among 75,000;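 further: potency means the concentration at half of the fitted maximal effect; plate controls were vehicle for no effect and no substrate for full effect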
# USP2a inh: USP2a (human) protease inhibition | O75604 | USP2a enzymatic assay, qHTS inhibition | Potency, µM (doses to about 38.3 µM), inactives show at the top dose activity change, negative = inhibition, most hits filed as inhibitors | hit rate 0.1% among 60,000 | AID 927;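 further: potency means the concentration at half of the fitted maximal effect; nearly all actives have a fitted effect of over 60% in size; plate controls were DMSO for no effect and NEM full inhibition control for full effect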
# Target sequence (O75604 whole entry, looked up): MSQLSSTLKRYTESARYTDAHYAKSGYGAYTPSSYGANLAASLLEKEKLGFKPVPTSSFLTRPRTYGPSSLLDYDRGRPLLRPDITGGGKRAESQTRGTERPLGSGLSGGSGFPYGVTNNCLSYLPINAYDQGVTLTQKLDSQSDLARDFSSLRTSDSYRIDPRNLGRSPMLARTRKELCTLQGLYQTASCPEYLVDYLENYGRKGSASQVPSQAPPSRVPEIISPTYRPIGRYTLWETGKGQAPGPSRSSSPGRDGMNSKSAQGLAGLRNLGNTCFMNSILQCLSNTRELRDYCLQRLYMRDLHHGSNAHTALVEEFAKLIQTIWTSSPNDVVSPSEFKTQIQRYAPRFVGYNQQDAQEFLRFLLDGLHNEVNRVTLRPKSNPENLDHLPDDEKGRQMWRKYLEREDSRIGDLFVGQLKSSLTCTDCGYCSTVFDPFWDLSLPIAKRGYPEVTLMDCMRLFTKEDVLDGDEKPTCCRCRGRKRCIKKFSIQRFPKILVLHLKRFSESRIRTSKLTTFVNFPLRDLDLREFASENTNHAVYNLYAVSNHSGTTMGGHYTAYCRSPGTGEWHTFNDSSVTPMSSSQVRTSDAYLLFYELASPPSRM
#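 20 nM USP2 core + cpd, 30 min RT; add 20 nM Ub-PLA2/20 uM NBD C6-HPC; read Ex460/Em535 at 0 h and 2.5 h. Normalized to NEM; qHTS curve fit/classification.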
# Fluorescein fluor: compound autofluorescence in fluorescein spectral region; Compound autofluorescence, 480/540 nm, fluorescein-equivalent; hits give high values; hit rate 0.91% among 59,000; max fluorescein-equivalent concentration, M; in the data active means max fluorescein-equivalent concentration above about 10 nM; inconclusive means between about 1.1 nM and that limit
#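 Normalized response (dye-equivalent concentration) derives from comparing each well's 540 nm emission, under 480 nm excitation, with plate-resident fluorescein standards. Compounds were held in 100 mM Tris, pH 8.0, for 15 min at room temperature.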
# HEK293 cAMP cs: counter-screen for TSHR agonists: cAMP increase in parental HEK293 | parental HEK293 CNG cAMP sensor, membrane potential fluorescence | Potency, µM (titrated, usually from 57.1 µM), for inactives: at the highest dose activation, most hits filed as activators | hit rate 2.5% among 73,000 | AID 938; further: potency means the concentration at half of the fitted maximal effect; % of control where 0% means no effect; nearly all actives have a fitted effect of over 55% in size
#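 Parental HEK 293 cells stably expressing a cAMP-gated CNG channel were loaded with membrane potential dye containing 100 uM RO 20-1724 for 60 min. Compound added for 30 min; depolarization read as fluorescence intensity at 590 nm.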
# FLuc inh: blocks Photinus pyralis firefly luciferase activity; P08659; purified firefly luciferase, luminescence, 8 min; Potency, µM (top dose mostly 57.1 µM), for inactives: top-dose activity change, negative = inhibition, actives largely listed as inhibitors; hit rate 2.2% among 72,000; AID 411; further: potency means the concentration at half of the fitted maximal effect; on the % scale 0 is the no-effect control and ±100 the full control effect; nearly all actives have a fitted effect of over 40% in size
#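 Firefly luciferase (PKLight detection mix) with 10 uM ATP in pH 7.2 imidazole buffer (KCl, MgCl2, Tween 20, BSA). Compounds tested across a concentration series (qHTS). Luminescence read after 8 min at ambient temperature.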
# Caspase-7 inhib: blocks human caspase-7 allosterically or competitively. Potency, µM (highest dose often 57.5 µM), without a hit: at the highest dose activity change, negative = inhibition, hits mostly inhibitors. P55210. recombinant caspase-7, Ac-DEVD-AFC fluorescence rate. AID 889. hit rate 0.02% among 75,000; active means well fitted inhibition curve with a large enough effect in the main read-out, with a control signal flat, not every such curve was filed as active; inconclusive means small, poorly fitted or top-dose-only effect, or a change in a side signal; further: potency means the concentration at half of the fitted maximal effect; % of control where 0% means no effect
# Target sequence (P55210 24-198 limits assumed): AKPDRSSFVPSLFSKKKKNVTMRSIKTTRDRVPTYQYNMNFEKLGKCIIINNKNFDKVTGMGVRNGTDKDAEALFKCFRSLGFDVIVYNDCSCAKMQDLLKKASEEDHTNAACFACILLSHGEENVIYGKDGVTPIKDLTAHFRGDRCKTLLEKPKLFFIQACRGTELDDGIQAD
# Target sequence (P55210 207-303 limits assumed): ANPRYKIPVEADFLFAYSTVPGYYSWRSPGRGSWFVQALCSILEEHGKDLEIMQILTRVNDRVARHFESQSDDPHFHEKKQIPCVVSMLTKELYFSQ
# Rhodamine fluor: compound fluoresces in the rhodamine spectral region; Rhodamine-region fluorescence, 547/598 nm, Tris buffer; hits give high values; max dye-equivalent concentration, M; AID 594; hit rate 0.05% among 59,000; in the data active means max dye-equivalent concentration above about 11 nM; inconclusive means between about 1.1 nM and that limit
#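 Intrinsic compound fluorescence, ex 547 / em 598 nm, CCD imager. Tris 100 mM pH 8.0; 15 min RT. Output = rhodamine dye-equivalent concentration at each compound concentration.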
# HADH2 inhib: HADH2 (human) dehydrogenase inhibition. Q99714. recombinant HADH2, NADH fluorescence, beta-hydroxybutyryl-CoA. Potency, µM (highest dose often 57.1 µM), inactives show at the highest dose activity change, negative = inhibition, actives largely listed as inhibitors. hit rate 3.4% among 73,000; further: potency means the concentration at half of the fitted maximal effect; on the % scale 0 is the no-effect control and ±100 the full control effect; nearly all actives have a fitted effect of over 60% in size; many of its hits are not listed in these tables
#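 Buffer 100 mM Tris-HCl pH 9.0/0.01% Tween-20; HADH2 20 nM; NAD+ 1 mM; beta-hydroxybutyryl-CoA 90 uM (all final). 15 min cpd preincubation, RT.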
# Tau filament bind: binds recombinant human tau filaments; P10636; recombinant tau filaments, thioflavin S fluorescence, 15 h; filaments grown with octadecylsulfate alongside compound; Potency, µM (titrated, usually from 57.1 µM), without a hit: at the top dose activity change, negative = inhibition; hit rate 2% among 71,000;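 further: potency means the concentration at half of the fitted maximal effect; on the % scale 0 is the no-effect control and ±100 the full control effect; actives lower thioflavin S fluorescence by blocking filaments or displacing dye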
#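 Thioflavine S fluorescence (ex 450, em 510 nm) reports filaments formed from 1 uM human tau plus 30 uM ODS over 15 h at 37 C (10 mM HEPES pH 7.4, 100 mM NaCl, 5 mM DTT); compounds displacing dye or blocking filaments lower signal.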
# TexasRed autofl: compound fluoresces in the Texas Red spectral region. AID 587. hit rate 0.06% among 59,000. max dye-equivalent concentration, M. Compound fluorescence, Texas Red channel, 547/618 nm; hits give high values; in the data active means max dye-equivalent concentration above about 10 nM; inconclusive means between about 1.1 nM and that limit
#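 Fluorescence at ex 547/em 618 nm, normalized against an on-plate Texas Red standard series to give dye-equivalent concentration per compound concentration. Buffer 100 mM Tris, pH 8.0; 15 min RT incubation before CCD imaging.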
# ERK AVP inh: blocks ERK signaling stimulated by vasopressin; AID 995; HEK293-V1b, vasopressin-stimulated pERK AlphaScreen; hit rate 0.99% among 72,000; Potency, µM (titrated, usually from 57.5 µM), for the others: at the top dose activity, negative = inhibition, most hits filed as inhibitors; further: potency means the concentration at half of the fitted maximal effect; on the % scale 0 is the no-effect control and ±100 the full control effect; nearly all actives have a fitted effect of over 55% in size
#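 Overnight-seeded V1b-HEK293 cells in 1% FBS got compound, then vasopressin (25 nM final, 5 min, 37C), then lysis buffer. AlphaScreen detection of phospho-ERK; activity normalized to basal and full-stimulation controls.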
# Numbers without * were called inactive; i = inactive; ? = inconclusive; nt = no result given; [ ] = another dose, or the depositor's remark. Unless noted, the call rests on the fitted dose curve; in most records, active means well fitted curve in the direction sought with a large enough effect; inconclusive means small, poorly fitted or top-dose-only effect, or another doubt; inactive means no such curve, though single readings can be large; an effect the other way counts as inactive or inconclusive. Not all compounds are listed, so the mix of outcomes need not match the whole.
# Results follow in this order: HEK293 cAMP cs	Caspase-7 inhib	TexasRed autofl	FLuc inh	Fluorescein fluor	ERK AVP inh	HADH2 inhib	Rhodamine fluor	Tau filament bind	USP2a inh	Casp1 inh
1: COc1cccc(-c2nc(C(N)=O)c3[nH]c(=O)n(-c4cccc(Cl)c4)c3n2)c1OC
  2%	-8%	nt	-1%	nt	nt	-1%	nt	83%	nt	-5%
2: Cc1ccc(C)c(/C(O)=C2\C(=O)C(=O)N(CCCn3ccnc3)C2c2ccncc2)c1 (configuration not stated)
  1%	-2%	i	3%	i	3%	-2%	i	-3%	11%	-3%
3: CCCCNC(=O)CC1Nc2ccccc2NC1=O (configuration not stated)
  -1%	0%	nt	1%	nt	nt	?	nt	-15%	nt	-3%
4: CCCOc1ccc(S(=O)(=O)NCCN2CCOCC2)c2ccccc12
  ?	-1%	i	0%	?	-16%	12%	i	-1%	20%	1%
5: O=C(Nc1ccccc1Cl)c1c(F)c(F)c(F)c(F)c1F
  13%	-1%	?	1%	i	-16%	-3%	i	1%	-7%	2%
6: O=C(NC1CCCCC1)C(c1ccccc1)N1CCOCC1 (configuration not stated)
  22%	0%	i	0%	i	20%	11%	i	-28%	-8%	2%
7: COc1ccc(NC(=O)c2cc(C(C)C)on2)c(OC)c1
  5%	-4%	nt	-21%	nt	14%	-4%	nt	4%	nt	-1%
8: CN1C(=O)CC(N2CCC(C(N)=O)(N3CCCCC3)CC2)C1=O (configuration not stated)
  2%	-1%	i	3%	i	-2%	-9%	i	-22%	-8%	-2%
9: Cc1ccc(Cn2ccc(NC(=O)c3cc(C(C)C)on3)n2)cc1
  ?	-4%	nt	-6%	nt	-1%	-9%	nt	-4%	nt	-2%
10: Cc1ccccc1-c1nnc(SCC(=O)Nc2cccc(C)c2C)o1
  24%	-2%	i	2%	i	14%	3%	i	72%	-5%	2%
11: NC(=O)C1CC(O)CN1c1nc(CN2CCOCC2)nc2scc(-c3ccccc3)c12 (configuration not stated)
  ?	0%	i	3%	?	21%	7%	i	6%	-4%	-1%
12: COc1cc(C(=O)Nc2ccc(OCC(=O)O)cc2)cc(OC)c1OC
  6%	1%	nt	-5%	nt	4%	6%	nt	2%	5%	4%
13: Cc1ccc(CNC(=O)[C@H](C)[C@@H]2C[C@@]2(C)[C@@H](NC(=O)OCc2ccccc2)c2ccccc2)c(F)c1F
  12%	-3%	nt	nt	nt	17%	-2%	nt	19%	nt	-2%
14: Cc1cc(NC(=O)COc2ccc(N(C)S(=O)(=O)c3ccccc3)cc2)no1
  24%	-2%	i	2%	?	9%	4%	i	15%	16%	2%
15: Cc1cc(C)c2nc(C(F)(F)F)nc(N3CC(C)OC(C)C3)c2c1 (configuration not stated)
  25µM*	0%	i	-2%	i	9%	-17%	i	-9%	-11%	0%
16: O=C(Nc1ccccc1N1CCN(c2ccc(F)cc2)CC1)c1ccccc1
  6.3µM*	-2%	i	-1%	?	-12%	-5%	i	-10%	143%[activator]	-3%
17: O=c1cc(O)nc(SC23CC4CC(CC(C4)C2)C3)[nH]1
  -1%	-6%	?	0%	?	11%	?	i	-22%	20%	-4%
18: O=C(O)CCCCCC[C@@H]1C(=O)NC(=O)N1CC[C@@H](O)C1CCCCC1
  2µM*	nt	i	-3%	i	nt	?	i	-1%	nt	nt
19: CCN(CC)Cc1c[nH]c2c(C(=O)OC)cccc12
  10%	-1%	nt	1%	nt	3%	-2%	nt	-9%	nt	-3%
20: O=C(O)c1cccnc1-c1ncccc1C(=O)O
  7%	1%	i	3%	i	21%	-15%	i	-16%	0%	0%

# Quoted at random: 4 compounds from above
# Results follow in this order: HEK293 cAMP cs	Caspase-7 inhib	TexasRed autofl	FLuc inh	Fluorescein fluor	ERK AVP inh	HADH2 inhib	Rhodamine fluor	Tau filament bind	USP2a inh	Casp1 inh
1: COc1cccc(-c2nc(C(N)=O)c3[nH]c(=O)n(-c4cccc(Cl)c4)c3n2)c1OC
  2%	-8%	nt	-1%	nt	nt	-1%	nt	83%	nt	-5%
3: CCCCNC(=O)CC1Nc2ccccc2NC1=O (configuration not stated)
  -1%	0%	nt	1%	nt	nt	?	nt	-15%	nt	-3%
5: O=C(Nc1ccccc1Cl)c1c(F)c(F)c(F)c(F)c1F
  13%	-1%	?	1%	i	-16%	-3%	i	1%	-7%	2%
6: O=C(NC1CCCCC1)C(c1ccccc1)N1CCOCC1 (configuration not stated)
  22%	0%	i	0%	i	20%	11%	i	-28%	-8%	2%

# Some of these compounds in order of their number in FLuc inh, low to high:
item | Structure | Caspase-7 inhib | FLuc inh | HADH2 inhib | Rhodamine fluor | Tau filament bind | Casp1 inh
7 | COc1ccc(NC(=O)c2cc(C(C)C)on2)c(OC)c1 | -4% | -21% | -4% | nt | 4% | -1%
17 | O=c1cc(O)nc(SC23CC4CC(CC(C4)C2)C3)[nH]1 | -6% | 0% | ? | i | -22% | -4%
19 | CCN(CC)Cc1c[nH]c2c(C(=O)OC)cccc12 | -1% | 1% | -2% | nt | -9% | -3%

# Remaining list, next part
# Results follow in this order: HEK293 cAMP cs	Caspase-7 inhib	TexasRed autofl	FLuc inh	Fluorescein fluor	ERK AVP inh	HADH2 inhib	Rhodamine fluor	Tau filament bind	USP2a inh	Casp1 inh
21: CCC(C)NC(=O)CS(=O)Cc1nc(-c2ccccc2C)oc1C (configuration not stated)
  15%	-1%	nt	2%	nt	?	-18%	nt	2%	nt	0%
22: COCCCNc1nc2c(c(=O)[nH]c(=O)n2C)n1CCCc1ccccc1
  4%	2%	?	2%	i	-15%	7%	i	8%	2%	-2%
23: CCCCN(C)C(=O)CCC(=O)Nc1ccc2nc(N3CCOCC3)cc(C)c2c1
  0%	-3%	i	-26%	i	2%	7.9µM*	i	-10%	12%	0%
24: O=C(COc1ccccc1O)c1cccs1
  -3%	-1%	i	2%	i	-17%	-24%	i	-2%	-2%	-1%
25: CC(C)[C@H](NC(=O)NCc1cccs1)C(=O)O
  3%	1%	i	0%	i	-2%	9%	i	-3%	-2%	0%
26: O=C(NC1CCCCCCC1)C1=COCCO1
  -2%	0%	i	-9%	i	-29%	12%	i	-5%	-3%	0%
27: CNc1nc(-c2ccccc2OC)nc2ccccc12
  -51%[inhibitor]	2%	i	0%[2.29 µM]	?	31%[activator]	?	i	13µM*	-10%	0%
28: Cc1ccc2c(c1)N(CCC(=O)NCCN1CCOCC1)C(=O)CO2
  6%	2%	i	-2%	i	4%	10%	i	9%	7%	1%
29: C=CCn1c(SCC(=O)c2ccc(OC)cc2)nnc1-c1cc2cccc(OC)c2o1
  ?	-2%	i	3%	i	?	?	i	259%	10%	-4%
30: CCCc1cc(=O)[nH]c(SCC(N)=O)n1
  6%	-3%	i	1%	?	-7%	?	i	-10%	-5%	-2%
31: C[N+](C)(C)c1nc(N)nc2c1ncn2[C@H]1O[C@@H](CO)[C@@H](O)[C@H]1O
  7%[11.4 µM]	-3%[11.5 µM]	i	2%[11.4 µM]	?	8%[11.5 µM]	9%[11.4 µM]	i	2%[11.4 µM]	nt	-3%[11.5 µM]
32: CCN(CC)S(=O)(=O)c1cccc(C(=O)OCC(=O)N2CC(=O)Nc3ccccc32)c1
  5%	4%	i	-2%	?	1%	11%	i	-5%	12%	1%
33: CN(C)S(=O)(=O)N(CC(=O)N1CCOCC1)c1ccccc1
  14%	-1%	nt	-1%	nt	2%	-4%	nt	-9%	-7%	1%
34: Cc1cccc2cc(C#N)c(NCCNC(=O)NC3CCCCC3)nc12
  20µM*	-10%	i	-35%	?	-10%	-9%	i	7%	2%	?
35: COc1cccc(NC(=O)CSCc2n[nH]c(=O)[nH]2)c1
  0%	0%	i	2%	?	0%	-2%	i	1%	6%	0%
36: COc1cccc(C2=CC(c3ccc(OC)c(OC)c3OC)n3nnnc3N2)c1 (configuration not stated)
  3%	-9%	i	-2%	i	?	6%	i	7%	28%	-9%
37: Cc1ccccc1Cn1cc(NC(=O)c2cc3nc(-c4ccco4)cc(C(F)(F)F)n3n2)cn1
  -10%	-22%	?	?	?	10%	-5%	i	3.2µM*	38%[activator]	?
38: O=C(CSc1nnc(-c2cccs2)o1)NCC1CN(Cc2ccccc2)CCO1 (configuration not stated)
  15%	-1%	?	-1%	i	15%	-12%	i	-2%	27%	4%
39: CCS(=O)(=O)N1CCN(Cc2ccncc2)CC1
  2%	-1%	i	-1%	i	9%	5%	i	-10%	-7%	2%
40: Cc1ccsc1CNn1cnnc1SCc1ccccc1F
  28%	1%	?	-9%	?	?	-6%	i	-19%	4%	0%
41: Cn1c2ccccc2c2nnc(SC3CCOC3=O)nc21 (configuration not stated)
  -7%	-1%	i	0%	i	1%	7%	i	-9%	4%	-1%
42: CCCS(=O)(=O)N1CCC(C(=O)N2CCOCC2)CC1
  -2%	0%	i	-1%	i	4%	0%	i	3%	-2%	0%
